ALOX12 inh: inhibitors of human 12S-lipoxygenase ALOX12; P18054; purified 12hLO, xylenol orange hydroperoxide absorbance; Potency, µM (series often up to 108 µM), for the others: at the highest dose activity change, negative = inhibition, usual class: inhibitors; 580,000 tested, 1.1% active; AID 1671190; also: potency is read from the fitted curve at half-maximal effect; % is scaled to controls: 0 for no effect and ±100 for the full control effect
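Purified human 12hLO at 150 nM in 25 mM Hepes, 0.01% Triton X-100, pH 7.0, preincubated 15 min at room temperature with compound. Reaction started with 40 uM arachidonic acid, 30 min at room temperature. Hydroperoxide measured by Fe-xylenol orange, 573/405 nm absorbance ratio.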
LDHA block: inhibitors of human lactate dehydrogenase A; P00338; purified LDHA, NADH/diaphorase-resazurin fluorescence; hits give low values; activity change, % (values are at about 110 or 230 µM); 480,000 tested, 0.15% active; AID 1347041; in the data active = activity change below about -30%; inconclusive = mostly about -25% to -30%;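 also: plate controls were DMSO wells for no effect and wells without enzyme for full effect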
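Remaining NADH was detected by diaphorase (0.133 mg/mL) converting 37 µM resazurin to fluorescent resorufin, read at 0 and 20 minutes. The preceding 5-minute room-temperature reaction used 2 nM LDHA, 0.2 mM sodium pyruvate and 0.06 mM NADH at pH 7.4.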
Vif-APOBEC3F blk: inhibitors of Vif-A3F interaction; HeLa A3F-eYFP + Vif (tagged APOBEC3F with the HIV-1 protein that degrades it), YFP fluorescence increase; Potency, µM (doses to about 46.1 µM), for the others: at the top dose activity, negative = active; 390,000 tested, 0.2% active; also: potency is read from the fitted curve at half-maximal effect; % of control where 0% means no effect; nearly all actives have a fitted effect of over 65% in size
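HeLa cells stably expressing A3F-eYFP plus Vif, plated and incubated overnight at 37 deg C, then exposed to compounds overnight at 37 deg C. Blocked degradation read as raised yellow fluorescence (Ex 488/Em 500-530).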
Vif-APOBEC3G blk: inhibitors of Vif-APOBEC3G interaction | Q9HC16 | HeLa A3G-eYFP + Vif (tagged APOBEC3G with the HIV-1 protein that degrades it), YFP fluorescence, overnight | Potency, µM (doses to about 46.1 µM), without a hit: at the top dose activity, negative = active, usual class: inhibitors | 410,000 tested, 0.076% active | AID 602310;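 also: potency is read from the fitted curve at half-maximal effect; % is scaled to controls: 0 for no effect and ±100 for the full control effect; nearly all actives have a fitted effect of over 60% in size; hits raise eYFP signal because A3G escapes Vif-driven loss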
Target sequence (Q9HC16 whole entry, looked up): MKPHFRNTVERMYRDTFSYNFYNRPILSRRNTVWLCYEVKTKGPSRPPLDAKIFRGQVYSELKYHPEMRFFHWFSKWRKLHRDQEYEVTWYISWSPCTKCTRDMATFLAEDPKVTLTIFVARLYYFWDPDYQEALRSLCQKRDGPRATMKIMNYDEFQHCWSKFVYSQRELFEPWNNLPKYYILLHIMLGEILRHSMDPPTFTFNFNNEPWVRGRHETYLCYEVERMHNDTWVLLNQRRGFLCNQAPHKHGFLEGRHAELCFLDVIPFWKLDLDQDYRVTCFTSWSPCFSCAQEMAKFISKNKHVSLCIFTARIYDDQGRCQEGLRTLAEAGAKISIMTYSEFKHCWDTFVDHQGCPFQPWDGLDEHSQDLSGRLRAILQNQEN
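Read-out is eYFP fluorescence (Ex 488/Em 500-530) from Vif-expressing HeLa A3G-eYFP cells; more signal means A3G escaped Vif-mediated degradation. Cells plated overnight, compound pinned in, incubated overnight at 37 deg C.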
RGS4 inh: human RGS4 inhibition. P49798. Transcreener GDP fluorescence polarization, RGS4-accelerated GTP hydrolysis. Potency, µM (top dose mostly 114 µM), for inactives: top-dose activity change, negative = inhibition, most hits filed as inhibitors. 390,000 tested, 0.039% active. AID 504845; also: potency is read from the fitted curve at half-maximal effect; % is scaled to controls: 0 for no effect and ±100 for the full control effect; nearly all actives have a fitted effect of over 75% in size; some results filed as inactive show a strong effect at the top dose
Target sequence (P49798 whole entry, looked up): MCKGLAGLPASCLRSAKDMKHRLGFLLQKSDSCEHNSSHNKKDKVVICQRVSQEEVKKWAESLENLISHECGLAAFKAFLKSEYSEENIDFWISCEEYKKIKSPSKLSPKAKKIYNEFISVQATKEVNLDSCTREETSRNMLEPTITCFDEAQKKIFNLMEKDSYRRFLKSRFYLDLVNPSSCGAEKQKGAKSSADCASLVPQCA
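MLSMR compounds (23 nl, pin-transferred) preincubated 10 min at room temperature with a 500nM (2x) first reagent, then RGS4 at 900nM (2x) plus Transcreener GDP mix added; fluorescence polarization (620/688 nm) read before and after 90 min at 30 °C.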
D2 antagonist: antagonists of human D2 dopamine receptor; HEK293 TREx D2 cells, calcium flux, dopamine EC80; inhibition, % at 10 µM; 340,000 tested, 2% active; AID 485344; in the data active = inhibition above about 30%; also: 0% is about no effect
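Compounds are added to dye-loaded, induced HEK293 T-REx cells coupled to calcium release via D2; after a 3 min kinetic read an EC80 dopamine stimulus is given and fluorescence is recorded for 3 more min.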
ERG-DNA inh: blocks human ERG Ets domain binding to DNA. fluorescence polarization, His-ERG Ets domain / labelled DNA. Potency, µM (top dose mostly 76.9 µM), for inactives: at the highest dose FP activity, negative = inhibition, hits mostly inhibitors. 370,000 tested, 0.028% active; active = well fitted inhibition curve with a large enough effect in the polarisation, with a control signal flat; inconclusive = small, poorly fitted or top-dose-only effect, or effect the other way, or a change in a side signal; inactive = no such curve, though single readings can be large or run the other way; the % refers to the polarisation;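 also: polarization taken with two DNA probes labelled with fluorescein and Texas red; potency is read from the fitted curve at half-maximal effect; % of control where 0% means no effect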
Target sequence (P11308 whole entry, looked up, the tested form may be a part): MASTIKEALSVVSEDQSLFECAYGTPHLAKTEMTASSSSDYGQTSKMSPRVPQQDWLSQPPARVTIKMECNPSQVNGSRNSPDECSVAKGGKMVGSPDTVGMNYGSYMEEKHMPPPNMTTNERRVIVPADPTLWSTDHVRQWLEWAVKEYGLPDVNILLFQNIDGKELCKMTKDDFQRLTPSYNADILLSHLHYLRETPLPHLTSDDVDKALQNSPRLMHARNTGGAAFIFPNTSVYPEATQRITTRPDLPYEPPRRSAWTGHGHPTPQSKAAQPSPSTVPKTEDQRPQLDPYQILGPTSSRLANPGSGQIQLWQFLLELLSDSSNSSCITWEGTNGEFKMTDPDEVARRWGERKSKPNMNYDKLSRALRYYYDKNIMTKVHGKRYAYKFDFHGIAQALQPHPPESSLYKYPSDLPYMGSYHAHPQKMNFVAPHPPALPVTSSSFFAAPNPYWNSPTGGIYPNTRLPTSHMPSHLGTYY
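His-tagged ERG Ets domain (1 uM in the protein solution; 300mM KCl, 50mM Tris-HCl, 1mM EDTA, 1mM DTT, pH 7.5) received compound, then a probe mix of 5 nM fluorescein-DNA and 100nM Texas-615-DNA. Fluorescence polarization was read for both dyes.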
GRP78 ERSR act: induces the endoplasmic reticulum stress response in human glioma cells; U87-MG GRP78 promoter luciferase reporter, 16 h; Potency, µM, for the others: at the top dose activation, hits mostly activators; 420,000 tested, 0.02% active; also: potency is read from the fitted curve at half-maximal effect; series mostly up to about 76 µM; % of control where 0% means no effect; nearly all actives have a fitted effect of over 35% in size
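Stably transfected U87-MG glioma cells carrying a GRP78-based luciferase sensor; 16 h compound incubation. Luminescence end-point read 10 min after Bright-Glo addition at room temperature.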
D2 agonist: activates the human D2 dopamine receptor; HEK293 T-REx D2 cells, calcium flux agonist mode; activation, % at 2 µM; 340,000 tested, 0.53% active;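 active = activation over 3 SD above normal in the single-dose calcium agonist read, cut at about 30% in these data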; also: 0% is about no effect
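Calcium-flux readout, 1 cycle/sec over 180 s following compound pin transfer, in inducible HEK293 Trex D2 cells (force-coupled); dopamine controls included. Positive calcium responses during this window marked compounds as potential agonists.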
The depositor's hits bear a star; ? = inconclusive; / = not tested or not shown; [ ] = dose if it differs, or a comment. Unless noted, calls follow the shape of the dose curve; as a rule, active = well fitted curve in the direction sought with a large enough effect; inconclusive = small, poorly fitted or top-dose-only effect, or another doubt; inactive = no such curve, though single readings can be large; an effect the other way counts as inactive or inconclusive. Only part of the results is shown, so the mix of outcomes need not match the whole.

#	compound	ALOX12 inh	LDHA block	Vif-APOBEC3F blk	Vif-APOBEC3G blk	RGS4 inh
1	CCC(=O)N1c2ccccc2CC1C(=O)NCCc1ccc(OC)cc1OC (configuration not stated)	-4.6%	-0.1	-2.0%	-0.8%	5.1%
2	Cc1nn(CCOc2ccccc2)c(=O)n1-c1c(F)cccc1F	-6.9%	-3.9	-1.9%	0.9%	10.3%
3	CCOC(=O)c1c(C)[nH]c(C(=O)CN2C(=O)NC3(CCCC3)C2=O)c1C	-13.4%	-1.1	10.2%	-3.6%	4.1%
4	CC1CCc2onc(C(=O)N3CCN(c4ccc(Cl)cc4)CC3)c2C1 (configuration not stated)	-2.9%	1.7	-6.5%	3.3%	-4.4%
5	Cc1ccccc1OC(=O)Cn1c(C(F)(F)F)nc2ccccc21	0.0%	-1.8	-1.7%	2.3%	3.0%[11.4 µM]
6	COc1cc(/C=N/NC(=O)c2cccc(S(=O)(=O)N3CCCC3)c2)cc(OC)c1O	0.2%	0.7	3.3%	-0.2%	-0.9%
7	Cc1ccc(S(=O)(=O)Nc2cc3c(C(=O)O)c(C)oc3c3ccccc23)c(C)c1	?	9.0	?	-9.6%	-6.4%
8	O=C(/C=C/c1cc([N+](=O)[O-])ccc1OC(F)F)NCc1ccc(Cl)cc1	17.2%	-14.0	-4.8%	-0.7%	11.0%

#	D2 antagonist	ERG-DNA inh	GRP78 ERSR act	D2 agonist
1	/	8.6%	-2.7%	1.1
2	-5.0	-9.8%	3.2%	0.1
3	8.6	-11.5%	1.9%	-0.2
4	/	-3.6%	-5.2%	-0.9
5	22.9	0.8%	-3.1%	0.1
6	-8.6	4.8%	-3.3%	2.2
7	/	-1.4%	0.4%	/
8	9.8	4.0%	-5.7%	1.2

(more compounds)
#	compound	ALOX12 inh	LDHA block	Vif-APOBEC3F blk	Vif-APOBEC3G blk	RGS4 inh
9	Cc1ccnc(NC(=O)CCC(=O)N(CC(=O)NCc2ccccc2)Cc2ccc(F)cc2)c1	-8.1%	3.4	-15.0%	6.7%	-7.8%
10	COc1ccc(NC(=O)C2CCN(S(=O)(=O)c3cccc4nonc34)CC2)cc1OC	25.6%	-9.3	12.0%	-7.3%	-12.1%
11	COc1ccc(-c2nnc(NC(=O)C3CCCN3S(=O)(=O)c3cccs3)o2)cc1 (configuration not stated)	-10.4%	3.4	5.1%	-1.4%	6.3%
12	Cn1cccc1Cc1nnc(SCC(=O)NCC2CCCO2)n1C (configuration not stated)	-16.3%	0.2	-10.0%	5.3%	?
13	Cc1noc2ncnc(N3CCCC(C(=O)Nc4cc(F)ccc4F)C3)c12 (configuration not stated)	-5.0%	2.7	5.0%	-1.6%	-20.1%
14	CCCN1C(=O)c2oc3cc(C)cc(C)c3c(=O)c2C1c1ccc(F)cc1 (configuration not stated)	-20.1%	-9.5	/	/	3.5%
15	Cc1cc(C)n(C(=O)c2cc(F)c(F)cc2C)n1	0.8%	-2.5	2.3%	4.0%	4.0%[11.4 µM]
16	Cc1oncc1C(=O)Nc1cccc2ccccc12	0.0%	1.6	-8.7%	-3.7%	-9.4%

#	D2 antagonist	ERG-DNA inh	GRP78 ERSR act	D2 agonist
9	2.2	3.3%	-7.0%	0.1
10	-13.3	-0.4%	-0.4%	0.6
11	0.3	0.3%	-1.5%	-0.8
12	4.5	1.8%	-6.2%	1.2
13	/	-1.0%	-2.3%	0.2
14	/	1.4%	/	-1.1
15	1.6	-19.3%	-6.4%	0.0
16	4.8	16.5%	-1.7%	0.4

Next section.
#	compound	ALOX12 inh	LDHA block	Vif-APOBEC3F blk	Vif-APOBEC3G blk	RGS4 inh
17	COc1cccc(NC(=O)CSc2nc3c(oc4ccccc43)c(=O)n2Cc2ccco2)c1	0.0%	0.3	-15.1%	0.5%	-7.9%
18	O=C(COc1cccc2ccccc12)N1CCN(c2ccccn2)CC1	-22.0%	2.8	-3.1%	0.6%	8.5%
19	COc1ccc2c(C#N)c3ccccn3c2c1	-14.3%	15.0	-1.5%	-4.3%	-15.2%
20	CCCCN(CCCNC(=O)c1cc(Nc2cccc(SC)c2)nc2ccccc12)Cc1ccccc1	?	-6.5	-0.5%	?	31.1%
21	CC(C)(C)C(=O)Nc1cc2c3c(c1)CCN3C(=O)CC2	9.7%	-0.4	5.1%	-7.8%	6.0%
22	COc1ccc(S(=O)(=O)N2CCOCC2)cc1NC(=O)c1cc2c(s1)CCCC2	0.1%	-4.3	-11.9%	2.1%	-4.7%
23	N#Cc1c(N2CCCCC2)nc(N)c2c(N)nc(SCC(=O)O)cc12	0.0%	40.7	-3.6%	-1.2%	?
24	CCOc1ccc2nc(NC(=O)CCC(=O)c3cccs3)sc2c1	13.9%	-1.6	-1.5%	0.0%	-2.9%

#	D2 antagonist	ERG-DNA inh	GRP78 ERSR act	D2 agonist
17	/	-2.0%	-3.6%	0.5
18	-14.6	/	0.4%	0.0
19	-1.7	2.6%	-3.6%	4.0
20	/	4.9%	-3.6%	0.6
21	0.2	5.9%	-3.5%	-1.1
22	-1.7	-15.7%	-1.7%	-2.6
23	-3.9	2.6%	-0.3%	0.3
24	2.7	-3.7%	1.2%	-0.2

Following part
#	compound	ALOX12 inh	LDHA block	Vif-APOBEC3F blk	Vif-APOBEC3G blk	RGS4 inh
25	COc1cccc(NC(=O)CN(C)C(=O)c2cc(C)on2)c1	-5.7%	-4.5	3.6%	1.8%	24.3%
26	COc1ccc(CCNC(=O)CN(c2cccc([N+](=O)[O-])c2)S(C)(=O)=O)cc1OC	3.5%	-3.5	-2.8%	-1.4%	3.2%
27	C=CCn1c(O)c(C=Nc2ccccc2)sc1=S	?	-4.9	?	-0.7%	-38.3%
28	COC(=O)[C@@H](Cc1ccccc1)NC(=O)Cn1cnc2c(SC)nc(N)nc21	22.7%	0.6	6.8%	-3.8%	-15.2%
29	O=C(CNC(=O)c1ccc(Br)o1)NCc1cccc(Cl)c1	-9.0%	0.0	-10.7%	-2.1%	2.3%
30	O=C1CN(C(=O)c2ccc(Cl)nc2)c2ccccc2N1	17.1%	3.0	12.0%	1.8%	-3.6%
31	COc1cc(OC)c(C#N)c(S(=O)Cc2ccccc2)c1 (configuration not stated)	0.0%[57.4 µM]	-1.6	1.6%	-7.0%	-25.0%
32	COc1ccccc1C(C[N+](=O)[O-])c1c[nH]c2ccccc12 (configuration not stated)	3.6%	-10.2	-10.3%	-19.8%	1.6%

#	D2 antagonist	ERG-DNA inh	GRP78 ERSR act	D2 agonist
25	-15.7	0.3%	-1.3%	-0.5
26	-8.1	3.5%	-1.0%	0.1
27	-8.6	3.4%	4.9%	-1.2
28	/	0.2%	-2.4%	/
29	13.4	0.4%	0.3%	1.4
30	3.0	2.7%	5.7%	0.2
31	-2.1	5.8%	-2.0%	1.0
32	-4.9	-3.6%	-1.0%	-1.1

(continued)
#	compound	ALOX12 inh	LDHA block	Vif-APOBEC3F blk	Vif-APOBEC3G blk	RGS4 inh
33	O=C(Cc1ccccc1)N1CCC(c2ccccc2)C1 (configuration not stated)	6.0%	-4.7	-0.6%	-2.6%	-8.5%
34	COc1ccccc1Nc1nnc(SCC(=O)c2c(N)n(C3CC3)c(=O)[nH]c2=O)s1	-11.4%	0.0	13.3%	0.8%	-29.8%
35	COc1cc(NC(=O)COc2ccccc2C)ccc1NC(=O)c1ccco1	11.4%	-0.8	-6.3%	-8.1%	-8.0%
36	Cc1ccc(C(=O)OCC(=O)Nc2cc(S(=O)(=O)N3CCOCC3)ccc2C)cc1	-14.9%	-4.5	3.6%	1.6%	-1.0%
37	Cc1ccc(S(=O)(=O)Cc2ccc(C(=O)N3CCCC3)o2)cc1	22.1%	-15.2	2.2%	-5.1%	-16.4%
38	Cc1ccccc1NC(=O)CN1C(=O)NC2(CCCCCCC2)C1=O	5.8%	-2.8	11.1%	-7.6%	-30.9%
39	Cn1nnnc1SCC(=O)N(C1CCCCC1)C1CCCCC1	6.4%	-8.2	-22.6%	2.9%	-39.2%
40	COc1ccc(C(=O)COC(=O)C2CCN(S(=O)(=O)c3cccc4cccnc34)CC2)cc1	-12.7%	0.2	4.0%	0.2%	-26.4%

#	D2 antagonist	ERG-DNA inh	GRP78 ERSR act	D2 agonist
33	-10.7	-2.7%	3.2%	4.2
34	/	2.6%	0.3%	/
35	4.5	4.6%	-2.4%	0.6
36	/	-20.5%	-1.8%	/
37	7.8	-2.1%	-1.7%	0.1
38	/	-1.8%	-1.4%	/
39	21.7	2.0%	-4.6%	-1.1
40	-25.0	-9.7%	-4.6%	1.2

Ordered by value in Vif-APOBEC3G blk (smallest number first): 4 of the compounds above
No. | Compound | Vif-APOBEC3G blk
35 | COc1cc(NC(=O)COc2ccccc2C)ccc1NC(=O)c1ccco1 | -8.1%
33 | O=C(Cc1ccccc1)N1CCC(c2ccccc2)C1 (configuration not stated) | -2.6%
40 | COc1ccc(C(=O)COC(=O)C2CCN(S(=O)(=O)c3cccc4cccnc34)CC2)cc1 | 0.2%
39 | Cn1nnnc1SCC(=O)N(C1CCCCC1)C1CCCCC1 | 2.9%

Screening data (PubChem)
